Abeta yeast res: qHTS for compounds that reverse cellular toxicity of Amyloid beta (A-beta) peptide in yeast: Primary Screen; yeast expressing A-beta42, growth rescue, OD600, 48 h; response scale: 0% DMSO, 100% iron-clioquinol control; Potency, µM (doses to about 46.1 µM), for the others: at the top dose growth rescue, actives largely listed as activators; 0.063% of 410,000 active; AID 1347071, 2019; also: potency is read from the fitted curve at half-maximal effect; nearly all actives have a fitted effect of over 55% in size
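Yeast A-beta toxicity model in growth medium with pinned compounds, 48 h at 30 C; growth read as absorbance at 600 nm. Normalized to FeCl3/clioquinol equimolar mix (positive) and DMSO (negative).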
FUS yeast rescue: qHTS for Suppressors of FUS Proteinopathy: Primary screen using FUS-linked yeast assay; 0.24% of 390,000 active; S. cerevisiae FUS-expressing, growth rescue, OD600, 24 h; Potency, µM (doses to about 76.6 µM), for inactives: at the top dose growth rescue (activation), actives largely listed as activators;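 also: potency is read from the fitted curve at half-maximal effect; plate controls were DMSO vehicle for no effect and reference control for full effect; nearly all actives have a fitted effect of over 55% in size; some results filed as inactive show a strong effect at the top dose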
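S. cerevisiae expressing FUS from galactose induction served as the toxicity model. Growth after 24hr at 30C, read as absorbance at 600 nm, indicates suppression of toxicity; compounds dosed at several concentrations.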
TDP43 rescue: qHTS of TDP-43 Inhibitors; TDP-43 expressing yeast growth rescue, BacTiter-Glo, 24 h; Potency, µM (doses to about 46.1 µM), for inactives: at the top dose growth rescue (activation), actives largely listed as activators; 1.8% of 410,000 active; AID 652104, 2013; also: potency is read from the fitted curve at half-maximal effect; % of control where 0% means no effect; nearly all actives have a fitted effect of over 50% in size
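Readout is BacTiter-Glo luminescence of cell growth, so inhibitors register as activators. TDP-43-expressing yeast at OD600=0.02 in galactose medium, after raffinose pregrowth to mid-log, were incubated with compound for 24 hr at 30 deg C.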
GLP-1R inv ag: qHTS of GLP-1 Receptor Inverse Agonists (Inhibition Mode) | Glucagon-like peptide 1 receptor (Homo sapiens), P43220 | HEK293 GLP-1R CRE-luciferase, luminescence, 24 h; GLP-1R form is constitutively active | Potency, µM (highest dose often 38.3 µM), for inactives: at the highest dose activity change, negative = inhibition, most hits filed as inhibitors | 1.6% of 410,000 active; also: potency is read from the fitted curve at half-maximal effect; % is scaled to controls: 0 for no effect and ±100 for the full control effect; nearly all actives have a fitted effect of over 55% in size
Target sequence (P43220 whole entry, looked up): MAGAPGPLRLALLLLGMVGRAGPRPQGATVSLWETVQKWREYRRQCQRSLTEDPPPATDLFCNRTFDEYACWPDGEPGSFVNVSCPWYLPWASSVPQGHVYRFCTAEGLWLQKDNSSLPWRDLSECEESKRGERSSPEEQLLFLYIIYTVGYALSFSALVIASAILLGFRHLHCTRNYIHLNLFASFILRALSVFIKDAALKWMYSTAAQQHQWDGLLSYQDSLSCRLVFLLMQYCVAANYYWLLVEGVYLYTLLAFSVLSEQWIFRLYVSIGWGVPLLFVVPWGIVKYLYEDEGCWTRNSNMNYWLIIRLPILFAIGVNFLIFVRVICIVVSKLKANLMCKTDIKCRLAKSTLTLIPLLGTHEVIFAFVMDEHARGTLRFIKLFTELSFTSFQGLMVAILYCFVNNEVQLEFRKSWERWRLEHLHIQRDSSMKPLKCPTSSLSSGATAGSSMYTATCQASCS
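HEK293 cells stably co-expressing a cAMP-responsive luciferase reporter and constitutively active GLP-1R were seeded, incubated 12 h, then exposed to compounds for 24 h at 37 C. Luminescence was read 12 min after detection reagent; inverse agonists lower signal.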
GLP1R cytotox: qHTS of GLP-1 Receptor Inverse Agonists: Cytotox Screen; HEK293 cAMP-luciferase reporter cells, luminescence, 24 h; Potency, µM (highest dose often 38.3 µM), for the others: at the highest dose activity change, negative = inhibition, hits mostly inhibitors; 0.13% of 410,000 active; AID 624418, 2012;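 also: loss of luciferase light is scored as toxicity; potency is read from the fitted curve at half-maximal effect; % is scaled to controls: 0 for no effect and ±100 for the full control effect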
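1536-well qHTS counterscreen of the MLSMR; 200 cells/uL, 12 h pre-incubation, 23 nL cpd, 24 h at 37 deg C 5% CO2, luciferase detection reagent, 12 min RT, luminescence. Inhibition = undesired.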
Mm-Cpn inhibitor: Inhibitors of TCP-1 ring complex (TRiC) of Methanococcus maripaludis (MmCpn): qHTS | purified Mm-Cpn ATPase, ADP Transcreener TR-FRET | Potency, µM (top dose mostly 76.9 µM), inactives show at the highest dose activity, negative = inhibition, usual class: inhibitors | 0.031% of 330,000 active | AID 504842, 2011 | Chaperonin Mm-Cpn (Methanococcus maripaludis); also: potency is read from the fitted curve at half-maximal effect; % is scaled to controls: 0 for no effect and ±100 for the full control effect; nearly all actives have a fitted effect of over 80% in size
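Eu-cryptate anti-ADP/ADP-d2 competition gives a ratio inversely related to ADP. Enzyme at 25 nM was pre-exposed to compound for 10 min, then given 10 uM ATP for 30 min, 37°C throughout.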
PTHR1 agonist: qHTS for PTHR1 Agonists: Primary Screen; HEK293 GP2 PTHR1 cells, GloSensor cAMP luminescence, 1 h; 0.075% of 410,000 active; Parathyroid hormone/parathyroid hormone-related peptide receptor (Homo sapiens), Q03431; AID 743266, 2014; Potency, µM (series often up to 115 µM), for the others: at the highest dose activation, actives largely listed as activators; also: potency is read from the fitted curve at half-maximal effect; nearly all actives have a fitted effect of over 55% in size; some results filed as inactive show a strong effect at the top dose; inactives centre near -15; many of its hits are not listed in these tables
Target sequence (Q03431 whole entry, looked up): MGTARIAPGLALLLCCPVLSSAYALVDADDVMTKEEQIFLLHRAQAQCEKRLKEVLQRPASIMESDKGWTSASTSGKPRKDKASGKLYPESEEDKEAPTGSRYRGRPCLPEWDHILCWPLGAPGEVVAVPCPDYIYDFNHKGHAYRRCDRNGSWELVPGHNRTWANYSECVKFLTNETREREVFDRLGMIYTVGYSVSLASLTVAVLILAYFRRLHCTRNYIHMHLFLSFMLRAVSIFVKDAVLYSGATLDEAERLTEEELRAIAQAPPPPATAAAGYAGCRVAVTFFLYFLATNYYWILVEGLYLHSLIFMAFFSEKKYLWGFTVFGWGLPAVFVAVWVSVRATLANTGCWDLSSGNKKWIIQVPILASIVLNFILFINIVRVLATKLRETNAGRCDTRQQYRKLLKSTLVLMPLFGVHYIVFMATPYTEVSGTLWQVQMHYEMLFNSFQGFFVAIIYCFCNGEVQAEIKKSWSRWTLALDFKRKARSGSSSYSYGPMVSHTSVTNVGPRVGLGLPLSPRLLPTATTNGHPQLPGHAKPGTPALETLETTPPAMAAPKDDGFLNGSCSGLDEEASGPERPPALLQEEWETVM
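HEK-293-derived GP2 cells expressing PTHR1 and a GloSensor cAMP reporter, 3,000/well, plated overnight, given luciferin plus IBMX (each 0.5 mM as added) for 1 h at 37 °C, then compound for 1 h at 37 °C. Luminescence was read after 15 min at room temperature.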
pAkt inh: HTS Assay for Inhibitors of Akt Phophorylation: Primary Screen | 0.32% of 360,000 active | Neuro2A IGF-stimulated pAkt S473 HTRF, 20 min; hits give low values | activity change, % for hits at 50 µM; in the data active = activity change below about -80%; inconclusive = mostly about -51% to -80%; also: % is scaled to controls: 0 for no effect and ±100 for the full control effect
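Neuro2A cells (4,500/well, DMEM with 0.5% FBS) were treated with compound at a single 50 µM final concentration, stimulated with 6 nM IGF for 20 min at 37 °C, and lysed. Phospho-Akt Ser473 was read by HTRF as 665/615 ratio ×10^4.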
aSyn yeast inh: qHTS of alpha-syn Inhibitors. 0.14% of 370,000 active. Potency, µM (top dose mostly 46.1 µM), inactives show at the top dose growth rescue (activation), hits mostly activators. AID 652106, 2013. Yeast expressing alpha-synuclein, growth rescue, BacTiter-Glo, 24 h; also: potency is read from the fitted curve at half-maximal effect; % of control where 0% means no effect; nearly all actives have a fitted effect of over 65% in size
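Screening used galactose-induced yeast with toxic alpha-synuclein levels, exposed to compound for 24 hr at 30 deg C. Cell growth, read with BacTiter-Glo luminescence, gave the measured signal.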
* marks the source's active call; other numbers are inactive results; i = inactive; u = inconclusive; x = no result given; & = joins results of further samples; [ ] = another dose, or the depositor's remark. Unless noted, calls follow the shape of the dose curve; as a rule, active = well fitted curve in the direction sought with a large enough effect; inconclusive = small, poorly fitted or top-dose-only effect, or another doubt; inactive = no such curve, though single readings can be large; an effect the other way counts as inactive or inconclusive. A portion of the library (hit frequency here may not be typical).

SMILES	Abeta yeast res	FUS yeast rescue	TDP43 rescue	GLP-1R inv ag	GLP1R cytotox	Mm-Cpn inhibitor	PTHR1 agonist	pAkt inh	aSyn yeast inh
Cc1nn(Cc2ccc(Cl)cc2)c2sc(C(=O)O)cc12	10%	26%	24%	19%	-6%	-1%	-20%	i	-2%
CN(C)c1ccc(NC(=O)C(=O)C2C(=O)Nc3ccccc32)cc1 (configuration not stated)	-24%	-5%	-32%[inhibitor]	3%	7%	0%	-62%	i	-1%
CC(C)CCCN1C(N(C)C)=NC[C@@H]1Cc1ccccc1	0%	-25%	14%	-19%	0%	0%	-2%	i	6%
COc1cccc(C(=O)NCC(c2ccc(N(C)C)cc2)N2CCCC2)c1OC (configuration not stated)	-6%	-26%	12%	7%	3%	x	21%	x	x
COc1ccc2[nH]cc(CCNC(=O)COc3cc(C)cc4oc(=O)cc(C)c34)c2c1	-2%	-3%	1%	9%	-2%	1%	-24%	i	8%
Cc1ccc(CCNC(=O)C2CCN(C(=O)N(C)C)CC2)cc1	6%	-3%	-14%	5%	-3%	-1%	i	i	4%
CN(C(=O)c1ccc(NC(=O)Cc2cccc(NC(=O)C3CCN(C(=O)c4ccccc4)CC3)c2)cc1)C1CCCC1	-12%	u	-9%	27%	1%	-1%	-15%	i	-12%
CCN(CC(=O)Nc1cccc(OC)c1)CC(=O)Nc1ccc(Br)c(C)c1	12%	15%	21%	u	u	0%	-24%	i	1%
CC(=O)Nc1ccc(NC(=O)/C=C/c2ccc(Cl)cc2)cc1	9%	17%	4%	-5%[7.66 µM]	-2%[7.66 µM]	0%	-22%	i	-4%
COc1cc(OC)cc(C(=O)N2CCN(S(=O)(=O)c3ccc(Cl)s3)CC2)c1	-1%	x	18%	-28%	-3%	0%	-21%	i	6%
CCCC[C@@H]1C=C(C(=O)O)[C@H](c2ccc(Br)cc2)N1S(=O)(=O)c1ccc(C)cc1	-11%	-16%	-5%	u	-8%	0%	i	i	-37%[inhibitor]
O=C(C1CCN(S(=O)(=O)Cc2ccccc2)CC1)N1CCN(c2ncccn2)CC1	-11%	8%	5%	27%	-5%	-1%	i	i	7%
COc1ccc(-c2nc(CS(=O)CC(=O)NC3CCCCC3C)c(C)o2)cc1 (configuration not stated)	12%	19%	3%	u	-16%	-2%	i	i	4%
CN1CCN(C(=O)c2ccc(-c3ccc(F)c(F)c3)c3ccoc23)CC1	-23%	-26%	0%	-23%	0%	x	0%	i	0%
CC(C)C(=O)Nc1nnc(Cc2c[nH]c3ccccc23)s1	3%	-20%	6%	27%	3%	-1%	-5%	i	-10%
CC(C)(C#N)C(C)(C)c1nn[nH]n1	0%	16%	-15%	22%	1%	2%	-2%[57.5 µM]	i	2%
COCCNC(=O)c1ccc2c(c1)N(Cc1cccc(Cl)c1)C(=O)c1ccccc1S2=O (configuration not stated)	7%	-1%	6%	2%	0%	x	-8%	x	x
COc1ccccc1N1CCN(/N=C/c2ccc(O)cc2O)CC1	4%	-17%	8%	6%	-6%	-2%	-18%	i	-3%
CCOC(=O)c1oc2nc3c(cc2c1N)COC(C)(C)C3	-4%	15%	2%	0%	3%	-1%	i	i	-3%
O=C(NC1CCCCC1)c1ccc2c(c1)N(Cc1ccccc1)C(=O)c1ccccc1S2	-6%	5%	6%	0%	-11%	x	i	x	x
COc1ccc(OC)c(NC(=O)Nc2cnccn2)c1	4%	-10%	6%	4%	-14%	3%	i	i	10%
Cc1nc(-c2ccc(S(=O)(=O)N3CCN(c4cccc(C)c4C)CC3)cc2)co1	1%	4%	-7%	u	4%	-2%	-46%[inhibitor]	i	0%
COC(=O)Cc1c(O)ccn(CCc2c[nH]c3ccc(OC)cc23)c1=O	2%	1%	0%	-3%	1%	-2%	i	i	-4%
CCOc1ccc(N2C(=O)S/C(=C\c3cc(OC)c(OC)c(OC)c3)C2=O)cc1	-10%	12%	4%	4%	1%	3%	i	i	2%
CCOc1ccc(S(=O)(=O)N/N=C(\C)c2ccc(OC)cc2OC)cc1	-10%	-2%	23%	24%	36%[activator]	0%	i	i	-7%
Cc1ccc(-n2c(O)c(C=NC3CCS(=O)(=O)C3)c3ccccc3c2=O)cc1C (configuration not stated)	7%	35%	-22%	0%	u	-20%	i	i	0%
COc1ccccc1CNC(=O)C1CCCN(c2nnc(C)c3c(C)n(-c4ccccc4)nc23)C1 (configuration not stated)	6%	-3%	13%	11%	1%	x	-23%	x	x
COc1cccc(-c2cc3onc(-c4ccccc4)c3c(=O)n2C)c1	-24%	-3%	6%	9%	4%	-2%	-51%[inhibitor]	i	-9%
COC(=O)C1C(=O)C2=C(CC1C)NC(C)=C(C(=O)OC1CCCC1)C2c1ccc(N(C)C)cc1 (configuration not stated)	25%	40%	-22%	0%	-1%	-1%	i	i	1%
O=C(CO)N/N=C/c1ccc(Cl)cc1	7%	-13%	-18%	3%	14%	-2%	i	i	u
Cn1c(=O)[nH]c(=O)c2c1[nH]c(=S)n2CCCc1ccccc1	-15%	12%	-10%	1%	-9%	-1%	7%	i	-4%
CCCCC1CCC(C(=O)OCC(=O)Nc2ccc(S(N)(=O)=O)cc2)CC1 (configuration not stated)	5%	x	14%	13%	-13%	-1%	-18%	i	0%
O=C(c1cnn2c(C(F)(F)F)cc(-c3ccc(F)cc3)nc12)N1CCc2ccccc2C1	-20%	x	u	-6%	6%	0%	i	i	-19%
CC(N=C1NS(=O)(=O)c2ccccc21)c1ccccc1 (configuration not stated)	-3%	2%	18%	-6%	8%	1%	-8%	i	-8%
Cc1ccccc1OCC(=O)OCC(=O)NC1CCCCCC1	14%	5%	8%	42%[activator]	7%	-1%	i	i	0%
COc1ccc(-c2cn3nc(N4CCCC(C(=O)Nc5cc(C)ccc5C)C4)sc3n2)cc1 (configuration not stated)	-7%	-5%	7%	18%	0%	x	i	x	x
COc1cc(NC(=O)COCc2cc(-c3ccc4c(c3)OCO4)on2)cc(OC)c1	-12%	28%	u	2%	3%	x	-55%[inhibitor]	x	x
CC(C)(C)n1nc2c(c1NC(=O)c1ccccc1C(F)(F)F)CS(=O)(=O)C2	3%	x	6%	12%	-2%	2%	i	i	1%
Cn1c2c(c(=O)n(C)c1=O)C1(C(=O)Nc3ccccc31)C(C#N)=C(N)O2 (configuration not stated)	-12%	20%	u	0%	-9%	-1%	i	i	2%
Cc1cc(C)c(NC(=O)c2cc(S(=O)(=O)N3CCN(c4ccccc4F)CC3)ccc2F)c(C)c1	-12%	11%	-7%	u	-12%	x	i	x	x
Cc1ccccc1Cn1c(=O)n(CC2CCC(C(=O)NCCc3ccccc3)CC2)c(=O)c2ccccc21 (configuration not stated)	1%	-23%	1%	15%	6%	2%	-48%[inhibitor]	i	-3%
CN(C)c1nc(N)c(C(=O)N=C(N)N)nc1Cl	-11%	-38%	28%	-3%	-6%	x	-9%	i	1%&0%
COC(=O)C1=CN(c2c(C)cc(C)cc2C)C(N)=C(C#N)C1c1cccc(F)c1 (configuration not stated)	-10%	8%	22µM*	u	-2%	x	-8%	i	u
Cc1ccc2c(C)c(C)c(=O)n(C)c2c1	-12%	x	24%	16%	-3%	x	-14%	i	3%
Cc1ccccc1NC(=O)Cn1c(=O)n(CCCCCC(=O)NCc2ccccc2Cl)c(=O)c2sccc21	-13%	17%	-5%	12%	1%	x	u	x	x
CCc1ccc(C2c3c(oc4ccc(C)cc4c3=O)C(=O)N2c2nc(C)c(C)s2)cc1 (configuration not stated)	0%	-22%	-8%	-1%	0%	x	i	x	x
CCCC(C)NC1=NCCCCC1 (configuration not stated)	3%	-7%	-9%	5%	-4%	-1%	-1%[57.5 µM]	i	-13%
Cc1nc2c(sc3nc4c(cc32)COC(C)(C)C4)c(=O)n1CC(=O)NCc1ccco1	-2%	32%	-19%	-23%	-27%	1%	-11%[57.5 µM]	i	0%
Nc1nc(Br)c2ccccc2c1-c1ccccc1	-3%	-2%	14%[9.22 µM]	12%[7.66 µM]	7%[7.66 µM]	-6%	-17%	i	11%
Cc1cccc(NC(=S)N2CCN(S(C)(=O)=O)CC2)c1	-16%	-22%	-8%	25%	-5%	1%	-17%	i	-1%

Just GLP1R cytotox (3 entries from above):
Compound | GLP1R cytotox
CCc1ccc(C2c3c(oc4ccc(C)cc4c3=O)C(=O)N2c2nc(C)c(C)s2)cc1 (configuration not stated) | 0%
CCCC(C)NC1=NCCCCC1 (configuration not stated) | -4%
Cc1nc2c(sc3nc4c(cc32)COC(C)(C)C4)c(=O)n1CC(=O)NCc1ccco1 | -27%

Assay outcomes from PubChem BioAssay.
